Source: PubChem BioAssay
mcGAS MS inh: mouse cGAS inhibition by mass spec | recombinant mouse cGAS, cGAMP by RapidFire MS | inhibition, % at 12.5 µM | 130,000 compounds, 0.18% hits;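 active = inhibition of cGAS enzyme activity at or above 60%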;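 note: enzyme stimulated by 45 bp dsDNA with ATP and GTP substrates; cGAMP share of summed cGAMP plus half ATP and half GTP signals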
Target sequence (Q8C6L5 whole entry, looked up): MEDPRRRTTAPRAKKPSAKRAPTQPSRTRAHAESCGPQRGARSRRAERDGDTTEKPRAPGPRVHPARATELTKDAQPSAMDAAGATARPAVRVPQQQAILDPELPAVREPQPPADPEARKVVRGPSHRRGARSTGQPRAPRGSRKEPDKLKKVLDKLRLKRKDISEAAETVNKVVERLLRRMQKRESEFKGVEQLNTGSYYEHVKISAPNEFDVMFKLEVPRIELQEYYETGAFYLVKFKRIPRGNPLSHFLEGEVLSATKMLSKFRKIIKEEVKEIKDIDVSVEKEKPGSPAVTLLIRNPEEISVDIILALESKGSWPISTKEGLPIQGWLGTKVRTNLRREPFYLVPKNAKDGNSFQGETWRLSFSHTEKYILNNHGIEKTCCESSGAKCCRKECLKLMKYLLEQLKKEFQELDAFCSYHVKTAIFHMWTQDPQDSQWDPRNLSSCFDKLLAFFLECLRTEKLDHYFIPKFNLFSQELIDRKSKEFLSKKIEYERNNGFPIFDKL
* hit, by the source's call; & = joins results of further samples. This is a subset; count on the stated rates, not on these rows.

SMILES	mcGAS MS inh
Cc1cc(C)n(-c2cccc(CN3CCCC(CCC(=O)N4CCOCC4)C3)c2)n1 (stereo not drawn)	-8.8
CCn1c(=O)c2c(nc3n2CCCN3c2ccc(OC)cc2)n(C)c1=O	-0.3
Cc1nc(Nc2ccc(NC(=O)Nc3ccccc3Cl)cc2)cc(OC(C)C)n1	-4.1
COc1cc(OC)cc(C(NC(=O)Cn2ccccc2=O)c2nccn2C)c1 (stereo not drawn)	1.9
O=S1(=O)N=C(N2CCN(S(=O)(=O)c3cccs3)CC2)c2ccccc21	8.7
Cc1cc(NC(=O)C(c2ccccc2)N2CCCC(C(F)(F)F)C2)no1 (stereo not drawn)	2.4
O=C(Cn1c(=O)oc2ccccc21)Nc1cccc2c1CCCC2	-14.0
CNS(=O)(=O)C1CCN(C(=O)c2cc3c(C)cc(C)cc3[nH]2)CC1	-4.4
c1ccc(CNc2nc(Oc3ccncc3)c3sccc3n2)cc1	8.1
Cc1nnc(-c2ccccc2-c2ccc(C(=O)N(C)C)cc2)s1	-36.1
O=c1[nH]nc(-c2cccs2)c2sc(N3CCCCC3)nc12	13.0
CC(C)c1onc(-c2c(Cl)cccc2Cl)c1COc1ccc(/C=C/c2cccc(C(=O)O)c2)c(Cl)c1	8.4
O=C(c1cccnc1)N1N=C(c2ccncc2)CC1(O)C(F)(F)F (stereo not drawn)	-0.3
CN(CC(=O)Nc1ccccc1Cl)Cc1nc(-c2cccs2)no1	-4.1
COc1cc(CN2CCC(Oc3ccccc3C(=O)N3CCCCC3)CC2)ccc1F	-7.9
Cc1noc2ccc(-c3c(-c4ccccc4)ncn3CC(C)n3ccnc3)cc12 (stereo not drawn)	-16.9
CCCC(C)NC(=O)COc1ncnc2sc3c(c12)CCC(C)C3 (stereo not drawn)	1.9
CCc1ccc(/C=N\NC(=O)CSc2nnc(-c3ccccc3)n2-c2ccccc2)cc1	-5.8
O=C(c1c2c(nc3ccccc13)CCN(Cc1ccccn1)C2)N1CCC(O)CC1	-8.4
CCc1ccc2oc3c(c(=O)c2c1)C(c1ccc(C(=O)OC)cc1)N(c1cc(C)on1)C3=O (stereo not drawn)	-1.5
Cc1nc2ccccn2c1CC(=O)N1C[C@H]2C[C@H](O)[C@H](O)C[C@H]2C1	-16.5
CC(C)(C)c1ccc(CN2CCC3(CCCO3)CCC2=O)cc1 (stereo not drawn)	5.5
Cc1cc(Cl)c(C)c(S(=O)(=O)NC(C)c2ccncc2)c1Cl (stereo not drawn)	-19.3
O=P1(N2CCOCC2)C=C(c2ccccc2)SC(c2ccccc2)=C1	-2.5&0.2
CCc1cccc(NC(=O)CCCN2C(=O)NC3(CCCC3)C2=O)c1	-5.5
Nc1ccccc1C1SCC(=O)N1c1ccc2c(c1)OCCO2 (stereo not drawn)	-4.9
O=C(CN1C(=O)C(=O)N(CCC2=CCCCC2)C1=O)NC1CCCC1	-12.4
CCc1cc(-c2nccn2CC2(c3ccccc3)CCOCC2)n[nH]1	-22.9
Cc1cc(C(=O)N2CCC3(CCOCC3)CC2)c(=O)n(C)c1C	-9.6
NC(=O)CN1CCC=C(CNC(=O)c2ccc(Cl)cc2Cl)C1	-8.2
CN(Cc1ccco1)c1ccc(-c2nccn2C)nn1	1.0
Cc1cc(=O)[nH]c(-n2nc(C)c(CCC(=O)NC3CCCC3)c2C)n1	-1.2
CCOc1nn(CC)cc1-c1n[nH]c(=S)n1CC	4.1
CCOC(=O)[C@H](CC(C)C)N1CC[C@@]2(CCCN2Cc2cc3c(cc2Cl)OCO3)C1=O	0.1
O=C(C1CSCN1C(=O)C1CCC1)N1CCCN2CCCC2C1 (stereo not drawn)	-4.6
N#Cc1ccccc1CN1CCC(NC(=O)CC2CCCC2)CC1	-7.8
O=C(O)C1CC(=O)N(c2ccc3c(c2)Cc2ccccc2-3)C1 (stereo not drawn)	-6.2
O=C(c1ccc2ccccc2c1)C1CCCN(C(=O)CCN2CCCC2=O)C1 (stereo not drawn)	9.2
CN(C)c1nc(Oc2ccc(=O)n(C)n2)nc(N2CCCCC2)n1	10.9
CC(=O)c1cc(CC(=O)NCc2ccc(C)s2)cs1	-5.4
O=C1c2ccccc2C2(c3ccccc3)OC12c1ccccc1 (stereo not drawn)	-13.9
CCn1ncc(C(=O)NCc2cncn2CC(C)C)c1C	-10.8
Cc1ccccc1-c1nc2scc(CCN)n2n1	-26.5
CC(C)C(=O)OCC(=O)c1c(N)n(C)c(=O)n(C)c1=O	-4.6
CC(C)(NC(=O)Nc1ccc(C(F)(F)F)cc1)c1ccccc1	-5.8
COc1cccc(C(C#N)NC(=O)c2nccc3ccccc23)c1OC (stereo not drawn)	-13.7
Cc1cccc(CNC(=O)c2sc(=O)n(Cc3cccc(F)c3)c2C)c1	-7.4
COc1cc(C=C2N=C(c3ccc(OC(F)F)cc3)OC2=O)cc(Cl)c1OC	-5.8
COc1ccccc1Oc1nc(N2CCOCC2)nc2c1CN(Cc1ccc([N+](=O)[O-])cc1)CC2	-6.5
CCOC(=O)C1(Cc2cccc(OC)c2)CCN(Cc2cc(C(C)C)n[nH]2)CC1	-8.3
O=S(=O)(Cc1cn2ccccc2n1)Cc1ccccc1C(F)(F)F	3.1
Cc1cc(S(=O)(=O)N2CCCC(CNS(=O)(=O)Cc3ccccc3)C2)c(C)s1 (stereo not drawn)	-12.9
OCc1c[nH]c(=S)n1Cc1ccc(F)cc1	-2.5
FC(F)(F)Cn1nnnc1SCCN1CCCCC1	-10.0
CC(NC(=O)Cc1n[nH]c(=O)c2ccccc12)c1ccc2c(c1)CCCC2 (stereo not drawn)	-4.0
Cc1nc2ccccn2c1CN(C)C(=O)CC1C(=O)NCCN1CC(C)(C)C (stereo not drawn)	-3.8
COc1cc(/C=C(/C(=O)N2CCCC2)c2nc3sc(C)c(C)c3c(=O)[nH]2)cc2c1OCO2	-7.1
CN(CC(=O)NCCCC1CCCC1)S(=O)(=O)c1ccc(Cl)cc1	5.8
CN(C)c1ccc(/C=C2/SC(=S)N(Cc3ccco3)C2=O)cc1	2.3
CCn1c(CC2CCN(Cc3ccc4onc(C)c4c3)CC2)nn(C)c1=O	-1.5
Following part
SMILES	mcGAS MS inh
COc1ccc(C2(NCCCCC#N)CCCC2)cc1	-9.9
Cc1noc(CNc2ccc(CC(=O)N3CCSCC3)cc2)n1	-13.0
COc1ccc2nc(N=Cc3nc(-c4ccccc4)oc3O)sc2c1	-0.2
CN(C)C(=O)CCC(=O)N1CCCC2(CCCc3ccccc32)C1 (stereo not drawn)	-6.1
O=C1CCC2(CCN1)CCN(C(=O)CCn1cnc3ccccc31)CC2	-10.1
CC1CCC(NC(=O)C2CC=CCC2C(=O)O)CC1 (stereo not drawn)	-4.0
O=C(CSc1nncn1-c1ccccc1F)NCC1CCCCC1	-2.8
NC(=S)Cc1nc2ccccc2s1	4.5
CN1CCN(c2ccc(F)cc2C(=O)Nc2ccccc2F)CC1	-11.5
CC1=NC(N2CCN(C)CC2)c2c(sc(C(=O)N3CCCC3)c2C)N1 (stereo not drawn)	-2.4
CNC(=O)CN1C(=O)C2C3C=CC(C3)C2C1=O (stereo not drawn)	9.4
CNc1cnc(-c2ccccc2OC)cn1	-6.8
CCCNC(=O)C1(C)CCN(Cc2cccc3c(OC)cc(C(=O)OCC)cc23)C1 (stereo not drawn)	3.2
CCOC(=O)C1C2C=CC3(CN(Cc4cccs4)C(=O)C13)O2 (stereo not drawn)	7.0
CCC(C)NC(=O)C1=C(C)C(=O)OC12CCN(C(C)=O)CC2 (stereo not drawn)	-2.3
CC(NC=CC(=O)C(F)(F)F)C12CC3CC(CC(C3)C1)C2 (stereo not drawn)	-11.2
COc1ccc([C@@H]2Sc3ccccc3N(CCN(C)C)C(=O)[C@@H]2OC(C)=O)cc1	-13.6
CSc1nc2ncc3c(=O)n(-c4ccc(F)cc4)ccc3n2n1	-13.0
O=C(Nc1ccc2c(c1)CN(Cc1ccc(F)cc1)CC2)c1ccccc1Cl	-2.2
Cc1c(-c2nn(C)c(=O)c3ccccc23)oc2ccc(Br)cc2c1=O	-11.1
C/C(=N/NC(=O)c1nn(C)cc1I)c1cccc(NC(=O)C(C)C)c1	-11.1
Cc1nn(CN(C)Cc2c(C)noc2C)c(C)c1Br	-5.7
CS(=O)Cc1cccc(C(=O)N2CCCC2CN2CCCC2)c1 (stereo not drawn)	-51.8
CN[C@@H]1C(O)[C@@H](O[C@@H]2[C@@H](O)[C@H](O[C@H]3OC(CN)=CC[C@H]3N)[C@@H](N)C[C@H]2N)OC[C@]1(C)O (stereo partly drawn)	-4.3&-2.5
Cc1ccc(C2(O)CCN(c3ncccn3)CC2)nc1	-27.7
Cc1noc(C)c1S(=O)(=O)N1CCc2ccc(NC(=O)C3CCCO3)cc2C1 (stereo not drawn)	2.5
CCOC(=O)Cn1c(CN2CCN(c3ccc(F)cc3)CC2)nc2c1c(=O)n(C)c(=O)n2C	-0.7
c1cnc2nc(-c3ccsc3)c(Nc3ccc4c(c3)OCO4)n2c1	-8.4
O=C(CCS(=O)(=O)c1ccccc1)NCc1cc(-c2ccc3c(c2)OCO3)on1	-7.0
CCN1C/C(=C/c2ccc(O)cc2)C(=O)/C(=C/c2ccc(O)cc2)C1	21.3

In the list so far, 6 have a CF3 group.
SMILES	mcGAS MS inh
Cc1cc(NC(=O)C(c2ccccc2)N2CCCC(C(F)(F)F)C2)no1 (stereo not drawn)	2.4
O=C(c1cccnc1)N1N=C(c2ccncc2)CC1(O)C(F)(F)F (stereo not drawn)	-0.3
CC(C)(NC(=O)Nc1ccc(C(F)(F)F)cc1)c1ccccc1	-5.8
O=S(=O)(Cc1cn2ccccc2n1)Cc1ccccc1C(F)(F)F	3.1
FC(F)(F)Cn1nnnc1SCCN1CCCCC1	-10.0
CC(NC=CC(=O)C(F)(F)F)C12CC3CC(CC(C3)C1)C2 (stereo not drawn)	-11.2

The results go on.
SMILES	mcGAS MS inh
COc1ccc(-n2nnc3c(=O)n(CC(=O)OCc4ccccc4)cnc32)cc1	3.5
COc1cc(C(C)NC(=O)C(C)S(=O)(=O)C(C)C)ccc1OC(C)C (stereo not drawn)	-18.6
Cc1ccsc1-c1nccn1-c1ccc2n[nH]nc2c1	-12.7
Cc1cc(C)c(C)c(SCc2cc(=O)n3[nH]cc(C#N)c3n2)c1C	15.3
COc1ccccc1OC1CN(Cc2cc(C)[nH]n2)C1	-18.5
Cc1nc(SCC(=O)O)nc(N2CCCC2)c1C	0.6
CCc1sc(C(=O)NC(CC(C)C)C(=O)OC)cc1C (stereo not drawn)	-5.7
CC(C)(C)C(=O)C=c1[nH]c(=O)c(=Cc2ccsc2)s1	0.5
Cc1nnsc1CN(C)Cc1ccc2cccc(O)c2n1	-16.4
CN1c2ccccc2C(C)(C)C12CC(c1ccccc1)=NO2 (stereo not drawn)	19.0
COc1cccc(C(O)CNC(=O)COc2ccccc2F)c1 (stereo not drawn)	3.5
CC(=O)NS(=O)(=O)c1ccc(NC(=O)c2csc(-c3cnccn3)n2)cc1	-5.3
O=C(Cc1c(Cl)cccc1Cl)Nc1ccc(C(=O)O)cc1	-12.3
CC(C)CCn1c2ccccc2c2nc3cc(OC(C)C)c(OC(C)C)cc3nc21	-0.8
CCOC(=O)C1(Cc2cccc(Cl)c2)CCCN(C(=O)c2ccco2)C1 (stereo not drawn)	-5.5

Single entries from the list.
mcGAS MS inh with CN1c2ccccc2C(C)(C)C12CC(c1ccccc1)=NO2 (stereo not drawn) reads 19.0
mcGAS MS inh with CCc1sc(C(=O)NC(CC(C)C)C(=O)OC)cc1C (stereo not drawn) reads -5.7
mcGAS MS inh with Cc1nc(SCC(=O)O)nc(N2CCCC2)c1C reads 0.6
mcGAS MS inh with Cc1ccsc1-c1nccn1-c1ccc2n[nH]nc2c1 reads -12.7

Carrying on.
SMILES	mcGAS MS inh
CCn1cc(-c2c(-c3ccccc3)ncn2CCNc2cccnc2)c(C)n1	-3.7
Cc1cccc(NC(=O)CCC2CCN(C(=O)CCc3scnc3C)CC2)c1	1.6
O=C(O)CCc1nnc(-c2cccs2)[nH]c1=O	5.5
COc1ccc(-c2cn3nc(SCC(=O)Nc4ccc(C)cc4C)ccc3n2)cc1	-5.4
COc1ccc(NCN2C(=O)c3cc(Cl)c(Cl)cc3C2=O)cc1	1.5
COc1ccc(CCN(C)C(=O)c2ccc3c(c2)OCCO3)cc1OC	-8.6
COc1cc(NS(=O)(=O)c2cnc[nH]2)cc(OC)c1	-10.7
CC(=O)N1N=C(Cc2ccccc2)OC1C(=O)N1CCN(c2ccccc2)CC1 (stereo not drawn)	-11.4
CC1(C(=O)NS(=O)(=O)c2cccc(F)c2)CCN1C(=O)Cc1ccccc1Cl (stereo not drawn)	-2.4
CCOC(=O)C1(C)CCCCN1C(=O)c1ccnc(Cl)c1 (stereo not drawn)	15.4
O=S(=O)(Nc1ccccc1O)c1cnn(-c2ccccc2F)c1	-1.9
Cc1cc(NC(=O)COC(=O)C2CSC3(c4ccc(F)cc4)CCC(=O)N23)no1 (stereo not drawn)	-8.6
O=C(NC(Cc1c[nH]c2ccccc12)C(=O)O)c1ccc(Cl)cc1 (stereo not drawn)	3.7
O=S1(=O)CCC(N(Cc2ccon2)Cc2ccccc2F)C1 (stereo not drawn)	-2.1
Cc1cccc(C)c1OCC(O)CNc1ncc(C(F)(F)F)cc1Cl (stereo not drawn)	-8.5

Next section, overlapping the part above by 2 compounds.
SMILES	mcGAS MS inh
O=S1(=O)CCC(N(Cc2ccon2)Cc2ccccc2F)C1 (stereo not drawn)	-2.1
Cc1cccc(C)c1OCC(O)CNc1ncc(C(F)(F)F)cc1Cl (stereo not drawn)	-8.5
COC(=O)Nc1ccc(S(=O)(=O)N2CCCC(C(=O)N3CCC(C)CC3)C2)cc1 (stereo not drawn)	-7.3
C=CCn1cc(CNC(CCn2ccnc2C)c2ccccc2)c(C)n1 (stereo not drawn)	6.9
COCC(C)(CCO)NCc1c(F)cccc1Cl (stereo not drawn)	-9.9
CN(Cc1ncc[nH]1)C(=O)c1ncc(F)cc1F	-14.9
CC(ON=C1CCN(C(=O)Nc2ccccc2)CC1)C(=O)NCC(F)(F)F (stereo not drawn)	-4.4
C=C1c2c(Cl)ccc(O)c2C(O)=C2C(=O)[C@]3(O)C(=O)C(C(N)=O)C(=O)[C@@H](N(C)C)[C@@H]3[C@@H](O)[C@H]12 (stereo partly drawn)	4.3&19.1
CC(NS(C)(=O)=O)C(=O)N1CCC(c2ccncc2)CC1 (stereo not drawn)	-15.3
Cc1cc(C)nc(N2CC3ON=C(c4c(F)cccc4Cl)C3C2)n1 (stereo not drawn)	-2.2
